PV pol inh: poliovirus RNA polymerase inhibition | % elongation, % (compound at 16.7 µg/mL) | AID 588519 | 150,000 compounds, 0.66% hits | poliovirus polymerase elongation, fluorescence polarization; stronger effect = lower value | P03300; in the data active means % elongation below about 90%; further: some results filed as inactive read as strong as hits
Target sequence (P03300 1749-2209 limits assumed): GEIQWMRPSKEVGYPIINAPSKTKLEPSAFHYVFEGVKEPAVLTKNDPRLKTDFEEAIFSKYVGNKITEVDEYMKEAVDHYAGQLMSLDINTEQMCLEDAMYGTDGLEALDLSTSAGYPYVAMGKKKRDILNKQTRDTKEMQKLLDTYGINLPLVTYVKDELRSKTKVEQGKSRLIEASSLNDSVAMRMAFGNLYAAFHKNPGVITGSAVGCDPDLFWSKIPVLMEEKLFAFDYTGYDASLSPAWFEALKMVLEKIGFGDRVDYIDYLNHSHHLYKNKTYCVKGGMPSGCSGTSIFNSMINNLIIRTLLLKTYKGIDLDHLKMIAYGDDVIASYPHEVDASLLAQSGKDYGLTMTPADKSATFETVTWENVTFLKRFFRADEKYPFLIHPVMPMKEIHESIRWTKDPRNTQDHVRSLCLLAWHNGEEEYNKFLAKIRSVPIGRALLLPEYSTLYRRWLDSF
PV pol inh FP z-score: second read-out of PV pol inh, no call of its own (marks repeat the call); z-score; measured here: FP z-score; hits read low
Numbers without * were called inactive; & = joins results of further samples.

Molecule,PV pol inh FP z-score,PV pol inh
CC(C)C(=O)Nc1nc(-c2ccccc2)cs1,0.2,102
CC(=Nc1ccccc1)C1=C(O)CSC1=O,-0.8&-0.3,100&99
Cc1ccc(S(=O)(=O)N2C3C=CC(C3)C2C(=O)O)cc1 (stereo unspecified),-0.3,100
CCn1c(C(C)C)n[nH]c1=S,0.6,103
COc1ccc(CC(=O)N2CCc3ccccc32)cc1,0.4,108
CC(=O)Nc1ccc(C2=NNC(=NC(C)C)SC2)cc1,-2.2,93
O=C(Cn1cnc2ccccc2c1=O)Nc1ccc(S(=O)(=O)Nc2nccs2)cc1,1,105
CCNC(=O)c1ccc2c(c1)sc1nc(-c3ccc(CC)cc3)cn12,0.3,102
CCNS(=O)(=O)c1cc(-c2nnc(Nc3cccc(C(F)(F)F)c3)c3ccccc23)ccc1C,0.4,106
Fc1ccc(-c2noc(COc3ncnc4ccccc34)n2)cc1,0.3,111
CCN(CC)CC(O)COc1ccc(OCc2ccccc2)cc1 (stereo unspecified),0.1,102
Cn1c(C(O)c2ccccc2)nc2ccccc21 (stereo unspecified),0,102
N#Cc1ccccc1S(=O)(=O)NCC(=O)NC1CCCc2ccccc21 (stereo unspecified),0.5,106
C#CCN=Cc1c(O)n(CC)c(=S)n(CC)c1=O,0.2,104
COCCCNC(=O)C1CCN(Cc2cc3ccccc3n2Cc2cccc(C)c2)CC1,-0.8,103

Gathered by group, the entries above containing a halogen
Molecule,PV pol inh FP z-score,PV pol inh
CCNS(=O)(=O)c1cc(-c2nnc(Nc3cccc(C(F)(F)F)c3)c3ccccc23)ccc1C,0.4,106
Fc1ccc(-c2noc(COc3ncnc4ccccc34)n2)cc1,0.3,111

(cont.)
Molecule,PV pol inh FP z-score,PV pol inh
COc1ccc(C2C(C(=O)Nc3ccccc3)=C(C)Nc3nc(SCC(=O)c4ccc(C)cc4)nn32)cc1 (stereo unspecified),-1.9,99
CC(=O)Nc1ccc(S(=O)(=O)c2cc(O)ccc2O)cc1,-0.8,100
Cc1ccc(C)c(CSc2nnc(C)n3c2cc2occc23)c1,0.7,103
CCOC(=O)c1cc(OC(=O)c2ccc(Cl)cc2)n(-c2ccccc2)n1,0.1,104
Cc1ccc(C)c(S(=O)(=O)CCC(=O)O)c1,-0.1,101
CNC(=O)c1cccc(N)c1,-0.4,95
O=S(=O)(c1ccccc1)N(Cc1ccccc1)Cc1ccccc1,0.4,103
Cc1ccc(C(=O)N2CCN(c3ccccc3F)CC2)cc1NC(=O)c1nsc2ccccc12,-1.1,103
CCc1ccc(CN2CCN(Cc3ccc4c(c3)OCO4)CC2)cc1,0.3,103
Cc1ccc(C)c(N2CCN(C(=O)C(CC(C)C)NS(=O)(=O)c3ccc4nc(C)sc4c3)CC2)c1 (stereo unspecified),1.8,113
Cc1c(C(=O)N(Cc2ccccc2)Cc2cccnc2)cnn1-c1ccc(F)cc1,-0.2,102
CN(C)C(=O)COC(=O)c1ccccc1Nc1ccc(SC(F)F)cc1,0.6,107
CCCNC(=O)c1noc2c1CCc1ccccc1-2,-0.4,100
O=S1(=O)CCC(S(=O)(=O)N2CCOCC2)C1 (stereo unspecified),0.1,105
CCCC(=O)N(c1ccc2oc(-c3ccccc3)c(C(=O)OCC)c2c1)S(=O)(=O)c1ccc(C)cc1,0.2,104

Some of the entries above, reformatted.
Below each SMILES: PV pol inh FP z-score | PV pol inh
CN(C)C(=O)COC(=O)c1ccccc1Nc1ccc(SC(F)F)cc1
→ 0.6 | 107
Cc1c(C(=O)N(Cc2ccccc2)Cc2cccnc2)cnn1-c1ccc(F)cc1
→ -0.2 | 102

Rewritten with each value named: four of the compounds above.
O=S(=O)(c1ccccc1)N(Cc1ccccc1)Cc1ccccc1
  PV pol inh FP z-score: 0.4
  PV pol inh: 103
Cc1ccc(C(=O)N2CCN(c3ccccc3F)CC2)cc1NC(=O)c1nsc2ccccc12
  PV pol inh FP z-score: -1.1
  PV pol inh: 103
CCc1ccc(CN2CCN(Cc3ccc4c(c3)OCO4)CC2)cc1
  PV pol inh FP z-score: 0.3
  PV pol inh: 103
Cc1ccc(C)c(N2CCN(C(=O)C(CC(C)C)NS(=O)(=O)c3ccc4nc(C)sc4c3)CC2)c1 (stereo unspecified)
  PV pol inh FP z-score: 1.8
  PV pol inh: 113

Continued.
Molecule,PV pol inh FP z-score,PV pol inh
NC(=O)CSc1ccc2nnc(-c3ccc(Cl)cc3)n2n1,-0.9,99
CCOc1ccccc1NC(=O)CCc1c(C)nn(-c2ccc(N3CCCCC3)nn2)c1C,-1.7,97
CN(C)C(=O)N1c2ccccc2Sc2ccccc21,0.9,109
Cc1cc(C)n(C(=O)c2ccc(S(=O)(=O)N3CCCCCC3)cc2)n1,-0.3,99
COc1ccc(NC(=O)C(C)N(c2ccccc2)S(C)(=O)=O)cc1 (stereo unspecified),-1,102
CC1=CC(C)C(C(=O)O)C(C(=O)N2CCN(C)CC2)C1 (stereo unspecified),-0.3,101
CSc1nsc(SCC(=O)NC2CCCCC2)n1,-0.4,99
COc1ccc(N2CCN(S(=O)(=O)CCNC(=O)c3cc(=O)c4ccccc4o3)CC2)cc1,0.1,107
O=C1CS/C(=C\c2nc3ccccc3s2)N1,3.8,136
O=c1ccn(-c2ccccc2)[nH]1,0.6,109
CN(Cn1[nH]c(=O)ccc1=O)c1ccccc1,0.2,104
CCOC(=O)c1c(NC(=O)CN2CCCC2c2cccn2C)sc(C)c1C (stereo unspecified),0.6,108
COc1ccc(NCn2nnc3ccccc32)cc1,1.3,105
COc1cccc(NC(=S)N/N=C/c2ccc(O)cc2)c1,0.7,109
CCOc1ccc(Nc2sc(C(=O)c3ccc4c(c3)OCO4)c(N)c2S(=O)(=O)c2ccc(C)cc2)cc1,0.2,107

(more compounds)
Molecule,PV pol inh FP z-score,PV pol inh
Cn1c(=O)oc2cc(S(=O)(=O)Nc3ccccc3O)ccc21,0.2,106
Cc1cc(C)cc(-n2ccnc(NCc3ccc4c(c3)OCO4)c2=O)c1,-0.1,101
Cc1cc(NC(=O)CSc2ncccn2)no1,1,103
CCCn1c(SC(C)C(=O)c2ccc(Cl)cc2)n[nH]c1=O (stereo unspecified),0,102
CC(Oc1ccccc1)C(=O)OCc1nc2ccsc2c(=O)[nH]1 (stereo unspecified),-0.7,99
NC(=O)C1CCN(Cc2cc(=O)n3ccsc3n2)CC1,0.3,104
CN(C)/C=C(\C#N)C(=O)NCc1ccc(F)cc1F,0.4,103
O=C(CCS(=O)(=O)c1ccc2c(c1)OCC(=O)N2)NCc1ccccc1Cl,-0.3,101
CC1=C(C(N)=O)C(c2ccc(C)cc2)n2nc(SCc3ccccc3F)nc2N1 (stereo unspecified),0.9,107
COCCn1c(C)cc(O)c(C(c2cccc(F)c2)N2CCN(c3ccccc3)CC2)c1=O (stereo unspecified),-0.4,107
Nc1nnnn1CC(=O)N(Cc1ccco1)C1(C(=O)Nc2ccccc2)CCCCC1,0,101
CCOc1ccc(Nc2nc(-c3cccc(Cl)c3)c3c(n2)-c2ccccc2OC3)cc1,-0.4,103
NC(=O)c1cc(Cl)nc2ccccc12,0.4,103
COc1cccc(-n2cc(C(=O)NCc3ccccc3OC)c3ccccc3c2=O)c1,-0.2,105
C=CCN1C(=O)CSC1=Nc1ccc(NC(C)=O)cc1,0.3,104

Other structures follow.
Molecule,PV pol inh FP z-score,PV pol inh
O=C(CN1C(=O)c2cccnc2Oc2ccc(Cl)cc21)NCCCN1CCCCC1,-0.9,102
CCOC(=O)c1cnc2c(c(C3CC3)nn2C)c1N1CCOCC1,-0.9,101
CN(C(=O)Nc1ccccc1)C1CCCCC1,0.7,109
O=c1c2ccccc2c(/C=N/NS(=O)(=O)c2ccccc2)c(O)n1-c1ccccn1,4.3,132
O=C(c1ccccc1)n1sc(=O)c2ccccc21,-0.5,101
O=c1c2ccccc2nc(SCc2ccccc2)n1CCCO,0.4,111
CCOC(=O)c1[nH]c(C)c(C(=O)N(Cc2ccccc2)C(C)C)c1C,0.3,101
Nc1cccc2cccc(C(=O)O)c12,-1.9*,89*
Cc1ccc(Sc2ccc(N3CCCC(C(=O)Nc4ccc(F)cc4)C3)nn2)cc1 (stereo unspecified),0.6,108
O=c1c2ccccc2nc(/C=C\c2cccc(Br)c2)n1-c1ccc(O)cc1,0.7,107
Cc1ccccc1NS(=O)(=O)c1ccc2[nH]cc(C(=O)NC(C)c3ccccc3)c(=O)c2c1 (stereo unspecified),-0.5,103
COc1ccc(CNC(=O)C2CCCCC2C(=O)N2CCc3ccccc32)cc1OC (stereo unspecified),0.2,103
CCCCn1nc(C(=O)N(C)Cc2cc(Br)ccc2OC)ccc1=O,-0.1,102
COc1ccccc1CNC(=O)C1CCN(C(=O)c2sccc2-n2cccc2)CC1,1,114
O=C(CSc1nc(=O)n(CCN2CCOCC2)c2c1CCC2)Nc1cccc(Cl)c1,0.5,109

Continuation:
Molecule,PV pol inh FP z-score,PV pol inh
Cc1cc(C(=O)COC(=O)c2ccccc2)c(C)n1-c1nccs1,0,103
COc1ccc(-c2csc(=Nc3ccccc3)n2C)cc1,0.5,105
O=C(Nc1ccc2snnc2c1)NC1CCCC1,-0.1,103
Cc1cccn2c(=O)c3cc(C(=O)N4c5ccccc5CC4C)n(C)c3nc12 (stereo unspecified),-0.6,100
CCOC(=O)c1c(C)[nH]c2c1cc(O)c1ccccc12,-1.8,98
COCCn1c(C)cc(C(=O)COC(=O)c2cncc(Br)c2)c1C,-0.5,100
O=C(/C=C/c1cccc2ccccc12)Nc1nccs1,-0.2,101
O=C1c2ccccc2C(=O)N1OCCOCCON1C(=O)c2ccccc2C1=O,0.1,102
Cc1ccc(OCc2ccc(-c3nc(C#N)c(NCc4ccccc4Cl)o3)o2)cc1,2.1,116
N#Cc1c(-n2ncnc2-c2ccc(Cl)cc2)sc2c1CCCCC2,-0.3,100
CCN1C(=O)C(C2SC(=S)N(CC)C2=O)SC1=S (stereo unspecified),-0.6,100
O=C(CN1C(=O)c2cccnc2Oc2ccccc21)NCc1ccccc1,0.1,102
COc1ccc(NC(=O)Cn2cc(S(=O)(=O)Cc3ccc(F)cc3)c3ccccc32)cc1OC,-2.9,92
CCn1c(=O)c(C(=O)CNc2ccc(S(C)(=O)=O)cc2)c(N)n(Cc2ccccc2)c1=O,-0.1,102
COc1cc(CC(=O)OCC(=O)NC2CCCCC2C)cc(OC)c1OC (stereo unspecified),-0.4,100

Next results:
Molecule,PV pol inh FP z-score,PV pol inh
CCc1ccc(OCC2c3cc(OC)c(OC)cc3CCN2C(=O)Cc2ccc(OC)c(OC)c2)cc1 (stereo unspecified),0.2,108
Cc1ccc(CN2C(=O)C3(c4ccccc42)N(c2cccc(F)c2)C(=O)CS3(=O)=O)cc1 (stereo unspecified),-0.4,104
Cc1ncn2cc(-c3ccc(Cl)cc3Cl)[nH]c(=O)c12,0.5,106
CC(=O)c1ccc(N2CCN(C(=O)c3cc4ccc5cccnc5c4[nH]3)CC2)cc1,-0.5,103
Cc1cccc(CCNC(=O)c2nn(C)c3c2COc2ccccc2-3)c1,1.2,106
CC(=O)c1ccc(N2CCN(C(=O)c3cc(S(=O)(=O)N4CCCCCC4)cn3C)CC2)cc1,1,110
Nc1nc(-c2ccccc2)cs1,0.3,105
Cc1cccc(OC(=O)c2snnc2C)c1,-0.3,100
O=C(Nc1cccc(-c2cn3cccnc3n2)c1)c1ccccc1C(F)(F)F,0.8,104
Cc1ccc(S(=O)(=O)N(C)CC(=O)OCc2nc3ccc(Cl)cc3n2CCO)cc1,-0.6,99
OCc1ccc(-c2cccc(Cl)c2)o1,0,102
Cc1c(C(=O)NCCCN2CCOCC2)oc2ccc3c(c12)C(=O)CC(C)(c1ccc(Cl)cc1)O3 (stereo unspecified),1.3,105
Cc1ccccc1NC(=O)c1ccc(F)c(S(=O)(=O)NC2CCCC2)c1,0.3,109
CCC1CN(C(=O)C2CCN(S(=O)(=O)c3c(C)noc3/C=C/c3ccccc3F)CC2)c2cc(C)ccc2O1 (stereo unspecified),0.7,110
CSc1ccc(/C=C2\SC(N)=NC2=O)cc1,-0.2,100

Next entries follow:
Molecule,PV pol inh FP z-score,PV pol inh
CC(=O)Nc1nc(COC(=O)CNC(N)=O)cs1,0.3,104
CCOC(=O)c1sc(N)c(C#N)c1COC(=O)c1cccc(OCc2c(C)noc2C)c1,-8.6,45
CCN(C(=O)CSC1=N/C(=C\c2ccco2)C(=O)N1c1ccc(OC(F)F)cc1)C1CCS(=O)(=O)C1 (stereo unspecified),0,106
CNC(=O)Oc1ccc(-c2nc(CSc3ccc(Cl)cc3)cs2)cc1,0.1,105
Cc1ccc(SCc2cc(=O)n3c(nc4ccccc43)[nH]2)cc1,-0.3,101
NS(=O)(=O)c1ccc(F)cc1F,-0.3,100
Cc1nc2ccc(C(=O)OCC(=O)Nc3cccnc3Cl)cc2nc1C,0.3,105
COC(=O)c1ccc(NC(=O)CSc2nnc(-c3ccccc3Cl)n2N)cc1,-0.4,100
O=C(CNc1cccc(C(F)(F)F)c1)N/N=C1\CC2CC=CC12 (stereo unspecified),0.2,106
O=C(NCCN1CCCCC1)c1ccc(-c2ccccc2)cc1,0.2,101
COc1ccc(N2CCN(CC(O)COc3c(OC)cccc3OC)CC2)cc1 (stereo unspecified),-1.6,100
CC(NC1CC1)C(=O)N1CCN(C(=O)c2ccco2)CC1 (stereo unspecified),-0.5,96
COc1ccc(S(=O)(=O)N(C)c2ccnc(C(=O)N3CCCCC3)c2)cc1,0.7,103
Cc1ccc(SCCNC(=O)CN(c2cccc(C)c2C)S(C)(=O)=O)cc1,0.6,107
CC1CCN(S(=O)(=O)c2ccc3c(c2)oc(=O)n3C)CC1,0.2,101
Cc1ccccc1CCNC(=O)c1ccc2c(c1)c(C)c(C)n2C,0,107
Cc1ccc2[nH]c(C)c(CN3CC(C)OC(C)C3)c(=O)c2c1 (stereo unspecified),0.5,104

Only part of the results is shown; rates above refer to the full screens.
